# Source: PubChem
# ARNT-TACC3 inh: ARNT/TACC3 interaction disruption | 390,000 compounds, 0.66% hits | Q9Y6A5 | inhibition, % at 9.99 µM | AlphaScreen His-ARNT PAS-B/GST-TACC3 binding, luminescence; TACC3 fragment carries E629A point mutation;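 active = mean inhibition of replicates at least 50% and at least half of replicates each reaching 50%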;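 note: 0% = complete ARNT plus TACC3 wells and 100% = ARNT alone without TACC3; many hits fall short of the cut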
# PglD inh: PglD (C. jejuni) enzyme inhibition. purified PglD enzyme, DTNB colorimetric CoA detection. 360,000 compounds, 0.098% hits. inhibition, % at 12.5 µM; in the data active = inhibition above about 16%, passing the limit was not always enough; note: strong numbers were not always called active
# RAD54 inh: inhibitors of human RAD54 branch migration; RAD54 Holliday junction branch migration, FAM/BHQ fluorescence; 360,000 compounds, 0.14% hits; Q92698; inhibition, % at 10.4 µM; AID 602329;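 active = mean normalized replicate activity at least 40 and at least half of replicates scoring 40 or more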;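 note: 0% = median of neutral control wells and 100% = median of positive control wells; inhibitors cause a drop in the FAM fluorescence signal; in these data hits start at about 50%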
# esBAF inh: blocks esBAF chromatin remodeling in mouse ES cells | Bmi1-luciferase knock-in reporter, 24 h; 100% = twice the neutral-well signal | reporter increase, % at 12.5 µM | AID 602393 | 350,000 compounds, 2% hits; in the data active = activation above about 40%;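 note: 0% = median of the plate's neutral control wells and 100% = double that signal; a rise in the Bmi1 reporter signal indicates esBAF inhibition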
# CASP6 VEID inh: caspase-6 (human) enzyme inhibition | AID 686996 | purified caspase-6, Z-VEID-R110 cleavage fluorescence | P55212 | 350,000 compounds, 0.53% hits | inhibition, % at 12.5 µM;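 active = mean inhibition across replicates at least about 35%, with every replicate also reaching that limit, limit read from the data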;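 note: 0% = median of neutral control wells and 100% = no fluorescence left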
# RAD52 anneal inh: RAD52 (human) annealing inhibition | P43351 | recombinant RAD52 DNA annealing, FRET fluorescence | inhibition, % at 18.7 µM | 360,000 compounds, 0.46% hits;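 active = every replicate showing at least 50% inhibition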
# E-selectin induc: induces E-selectin expression in human endothelial cells; P16581; HUVEC E-selectin immunofluorescence imaging; normalized: neutral wells 0, TNF-alpha wells 100; activation, % at 7.58 µM; 260,000 compounds, 0.37% hits;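 active = mean E-selectin-positive cell signal at least 10% of the positive control, reached in at least 60% of replicates, without over 20% cell loss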;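 note: in these data hits start at about 27%; measured in HUVEC primary endothelial cells; signal is the percent of cells scored E-selectin positive by PE staining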
# Target sequence (P16581 whole entry, looked up): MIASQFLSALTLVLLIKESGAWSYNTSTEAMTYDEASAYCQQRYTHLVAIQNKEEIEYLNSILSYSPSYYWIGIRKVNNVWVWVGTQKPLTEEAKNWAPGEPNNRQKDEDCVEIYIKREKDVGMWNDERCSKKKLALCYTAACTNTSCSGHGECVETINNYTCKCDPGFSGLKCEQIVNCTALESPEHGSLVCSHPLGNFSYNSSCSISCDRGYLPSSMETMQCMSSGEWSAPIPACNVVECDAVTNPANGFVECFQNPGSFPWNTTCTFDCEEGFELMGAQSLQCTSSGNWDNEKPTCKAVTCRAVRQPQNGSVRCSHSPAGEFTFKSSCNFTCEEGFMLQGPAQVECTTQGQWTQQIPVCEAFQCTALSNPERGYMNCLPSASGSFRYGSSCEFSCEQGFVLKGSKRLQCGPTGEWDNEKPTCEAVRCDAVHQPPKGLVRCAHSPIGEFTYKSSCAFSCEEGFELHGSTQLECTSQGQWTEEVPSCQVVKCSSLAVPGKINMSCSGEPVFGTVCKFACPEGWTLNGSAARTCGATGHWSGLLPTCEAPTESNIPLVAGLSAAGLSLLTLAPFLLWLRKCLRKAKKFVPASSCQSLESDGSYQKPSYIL
#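 Assay system: HUVEC primary endothelial cells. Input: 3,000 HUVEC seeded per well. Doses: one compound dose added by pin transfer. Read-out basis: % PE-positive cells. Benchmarks: TNF-alpha high, DMSO low. Detection: immunofluorescence imaging. Buffer or medium: EGM-2, gelatin.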
# ERp5 inh: ERp5 (human) disulfide isomerase inhibition | inhibition, % at 9.99 µM | 350,000 compounds, 0.05% hits | AID 651711 | ERp5 insulin aggregation, absorbance 650 nm, 90 min;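 active = mean replicate inhibition above about 25%, with every replicate also reaching it, limit read from the data, passing the limit was not always enough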
# Target sequence (Q15084 whole entry, looked up): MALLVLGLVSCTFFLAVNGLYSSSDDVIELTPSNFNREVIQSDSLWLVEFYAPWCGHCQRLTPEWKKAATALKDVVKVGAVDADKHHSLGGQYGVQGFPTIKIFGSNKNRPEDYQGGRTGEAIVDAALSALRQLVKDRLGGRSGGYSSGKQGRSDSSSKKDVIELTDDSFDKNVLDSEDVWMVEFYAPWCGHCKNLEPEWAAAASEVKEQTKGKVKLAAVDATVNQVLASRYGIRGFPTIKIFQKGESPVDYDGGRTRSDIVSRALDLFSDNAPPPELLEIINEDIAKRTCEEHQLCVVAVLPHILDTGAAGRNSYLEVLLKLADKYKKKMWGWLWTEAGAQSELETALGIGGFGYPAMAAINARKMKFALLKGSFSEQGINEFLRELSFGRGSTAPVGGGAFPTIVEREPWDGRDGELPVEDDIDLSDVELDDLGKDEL
# * hit, by the source's call; x = not tested or not shown; & = joins results of further samples. Outcome played no part in choosing rows (roughly 3.2% active in at least one column).
canonical_smiles	ARNT-TACC3 inh	PglD inh	RAD54 inh	esBAF inh	CASP6 VEID inh	RAD52 anneal inh	E-selectin induc	ERp5 inh
Nc1c(C=C2C=CC(=O)C=C2)c(=O)nc2snc(SCc3ccccc3)n12	1	-6	-8	18	14	-126	0.2	-3
COC(=O)c1ccccc1NC(=S)N(Cc1ccc2c(c1)OCO2)Cc1cc2cc(C)ccc2[nH]c1=O	-8	1	3	11	0	8	0.1	-3
COc1cc(OC)c(-c2nc3cnccc3n2C)cc1OC	-3	0	0	-2	x	x	x	x
C[C@H](CO)N1C[C@H](C)[C@H](CN(C)CC2CCCCC2)Oc2ccc(NS(C)(=O)=O)cc2CC1=O	-4	5	7	2	-2	-2	-0.1	-3
COc1ccccc1N1CCN(C(=O)c2cc3c(=O)n4ccccc4nc3s2)CC1	-4	-3	2	2	6	-18	-0.9	-5
CO[C@@H]1CN(C)C(=O)c2cc(NS(C)(=O)=O)ccc2OC[C@@H](C)N(C(=O)C2CCOCC2)C[C@H]1C	-5	-2	8	-2	1	9	0.1	5
COc1ccc(-c2csc(Nc3ccc(S(N)(=O)=O)cc3)n2)cc1OC	x	x	x	x	4	-6	-1.3	-11
COc1ccccc1N1CCN(S(=O)(=O)c2c(C)[nH]c(=O)[nH]c2=O)CC1	-8	x	x	x	-4	-4	0.0	-5
C[C@H](CO)N1C[C@H](C)[C@H](CN(C)S(C)(=O)=O)OCCCC[C@H](C)Oc2ccc(NC(=O)Nc3ccccc3)cc2C1=O	-7	-2	-1	-7	1	3	-0.1	-4
CN1CCN(C(=O)C2CC(c3ccc(F)cc3)=NO2)CC1 (stereo unspecified)	x	-1	-10	3	-2	1	0.8	1
Cc1cc(-c2nn3c(-c4ccccc4)nnc3s2)c2ccccc2n1	11	-7	9	9	x	x	x	x
COc1ccc(-n2cc(-c3ccccc3)c3c(=S)nc[nH]c32)cc1	1	2	-1	-7	9	6	x	7
NC(N)=NC(=O)c1nc(Cl)c(N2CCCCCC2)nc1N	3	-1	17	59*	-1	22	-0.1	-5
CC1CCCCC1NS(=O)(=O)CCNC(=O)c1ccc2c(c1)OCO2 (stereo unspecified)	0	1	-6	-7	-7	-12	2.0	-2
COCC#Cc1ccc2c(c1)O[C@@H](CN(C)C(=O)c1ccccc1F)[C@H](C)CN([C@H](C)CO)S2(=O)=O	-1	-10	-19	2	0	22	-0.2	-3
COc1ccc(C2C(C(=O)N3CCOCC3)CCC(=O)N2c2ccc(OC)cc2)cc1 (stereo unspecified)	1	4	-6	3	x	x	x	x
COc1ccc(N2CCN(C(=O)CCc3ccccc3)CC2)cc1	-4	3	3	8	-2	-5	-0.1	1
CCC(=O)N1C[C@@H](C)[C@@H](OC)CN(C)C(=O)c2ccc(NS(C)(=O)=O)cc2OC[C@H]1C	9	-1	-8	-4	-1	4	-0.1	-2
CC(C)CN(CC(C)C)S(=O)(=O)c1cc([N+](=O)[O-])ccc1N1CCCCCC1	4	1	-7	-6	x	x	x	x
CCOc1ccccc1NC(=O)c1ccc(CN2CCc3ccccc3C2)cc1	1	-5	5	-12	2	-28	x	4

canonical_smiles	ARNT-TACC3 inh	PglD inh	RAD54 inh	esBAF inh	CASP6 VEID inh	RAD52 anneal inh	E-selectin induc	ERp5 inh
CCCNC(=O)Cn1cnc2sc(C(=O)Nc3cc(OC)c(OC)c(OC)c3)c(C)c2c1=O	-7	x	x	-3	-3	-11	x	3
O=C(CN1c2cccc3cccc(c23)S1(=O)=O)N1CCOCC1	-1	-1	11	-5	x	x	x	x
CCSc1nc2c([nH]c3ccccc32)c(=O)n1C	-4	2	0	-7	-2	0	0.4	5
O=C(Nc1cccc(Cl)c1)N[C@@H]1CC[C@@H](CCNC(=O)C2CC2)O[C@@H]1CO	0	-2	-1	-7	-1	-11	-0.4	-4
CCN(CC)S(=O)(=O)c1cc(NC(=O)COC(=O)CCC(=O)c2ccc(F)cc2)ccc1C	4	0	-10	x	x	x	1.2	x
O=C(c1cccs1)N1CCn2c1nc1ccccc12	2	-4	8	36	x	x	x	x
Nc1c(Br)cc(Br)c2c1C(=O)c1c(cccc1S(=O)(=O)O)C2=O	26	3	-11	-6	6	-29	124*	-6
COCC#Cc1ccc2c(c1)O[C@@H](CN(C)S(=O)(=O)c1cccc(OC)c1)[C@H](C)CN([C@H](C)CO)S2(=O)=O	2	-1	5	6	0	4	0.0	-1
Cc1ccc(-n2c(C)nc3oc4ccccc4c(=O)c3c2=O)cc1	4	-2	-10	56*	x	x	x	x
C[n+]1c(/C=C/c2ccc(O)cc2)ccc2ccccc21	6	12	34	62*	-2	44	-1.7	0
O=C(NCc1ccccc1)N1CCn2c(nc3ccccc32)C1	-1	x	x	13	3	-16	x	5
C[C@@H](O)C#Cc1ccc([C@@H]2[C@@H](CO)N3CCCCN(CC4CCOCC4)C[C@H]23)cc1	-8	6	-3	x	x	x	0.5	x
CCCC(=O)Nc1cc(=O)n(C)c(=O)n1C	2	-6	5	-5	2	0	0.4	-5
O=C(Nc1cccc(S(=O)(=O)N2CCOCC2)c1)c1cnccn1	-2	3	-5	-6	-3	-4	x	-4
O=C(CCc1ccccn1)N1CCCC(Nc2ccc(F)cc2)C1 (stereo unspecified)	5	-4	-1	3	6	-2	x	-1
Fc1ccccc1Cc1noc(CN(Cc2ccccn2)CC2CCCO2)n1 (stereo unspecified)	3	x	x	x	-5	-13	-0.5	0
O=C(NCCO)C(F)(F)C(F)(F)C(F)(F)OC(F)(C(=O)NCCO)C(F)(F)F (stereo unspecified)	2	-2	1	5	1	-3	x	-7
C=CCn1cccc(C(=O)Nc2ccc(F)cc2)c1=O	5	-2	-14	67*	1	-9	x	7
CC(OC(=O)c1ccc2c(=O)n3c(nc2c1)CCC3)C(=O)NC1CCCCC1C (stereo unspecified)	11	3	-14	x	2	-11	2.0	-1
COc1ccc(S(=O)(=O)N2CC[C@H]3[C@H](CO)Nc4ccc(C#Cc5ccccc5OC)cc4[C@H]32)cc1	x	x	x	x	1	3	0.0	1

canonical_smiles	ARNT-TACC3 inh	PglD inh	RAD54 inh	esBAF inh	CASP6 VEID inh	RAD52 anneal inh	E-selectin induc	ERp5 inh
C/C(=N\OCC(=O)OCC(=O)NC(=O)c1ccc(OC(F)F)cc1)c1ccc2c(c1)OCO2	0	x	x	x	1	-7	x	-2
COc1cc(C2CC(=O)c3cnc(NC(C)=O)nc3C2)cc(OC)c1OC (stereo unspecified)	-1	1	6	-6	x	x	x	x
COc1cccc(N=c2oc3ccccc3cc2-c2nc3ccccc3[nH]2)c1	4	-1	2	-18	x	x	0.2	x
COc1ccc(-c2nnn(CC(=O)N3CCN(c4ccccc4OC)CC3)n2)cc1OC	2	-1	-4	5	2	-21	2.0	2
Cc1ccc(NCN2C(=O)C(=O)c3ccccc32)nc1	-8	-6	12	-5	x	x	x	x
COc1cc(OC)c(NC(=O)CCNS(=O)(=O)c2ccc3c(c2)CC(C)N3C(C)=O)cc1Cl (stereo unspecified)	17	3	4	0	3	-1	x	3
O=C(C[C@H]1C[C@H]2c3cc(NS(=O)(=O)c4ccc(F)cc4)ccc3O[C@H]2[C@H](CO)O1)N1CCc2ccccc2C1	43	-2	0	-10	-2	-6	0.0	-5
CCc1nnc(NC(=O)[C@@H](NC(=O)c2cccc(C)c2)C(C)C)s1	-5	x	x	x	2	-10	x	-6
O=C(C1CCCCC1)N1CCC(c2nc3ccccc3[nH]2)CC1	-7	0	3	4	x	x	x	x
CSc1nnnc2ccccc12	-2	-3	10	-6	0	-56	1.5	-13
O=C1C(=O)N(CCN2CCOCC2)C(c2cccc(Cl)c2)/C1=C(/O)c1ccc2c(c1)OCO2 (stereo unspecified)	0	x	2	x	0	-3	0.1	9
O=S(=O)(c1ccccc1F)N1CCCCN2[C@H](CO)[C@@H](c3ccc(-c4ccccc4)cc3)[C@@H]2C1	0	3	-10	x	2	3	x	-1
CC(C)c1ccc(NS(=O)(=O)c2cn(C)c(=O)n(C)c2=O)cc1	-7	0	-11	1	-1	-3	1.4	6
COc1ccc(-c2cnc(OC(C)(C)C)nc2OC(C)(C)C)cc1OC	-1	x	-5	-10	x	x	-0.6	x
COc1ccc(NC(=O)C2Cc3c(-c4ccccc4Oc4ccccc4)ccnc3O2)cc1 (stereo unspecified)	x	6	7	0	1	-9	-0.1	-2
CNC[C@@H]1Oc2ccc(NS(=O)(=O)c3ccc(OC)cc3)cc2CC(=O)N([C@H](C)CO)C[C@@H]1C	5&6	5&-8	6&0	-4&-2	0	5	-5.3	-2
O=C(C[C@@H]1C/C=C\CC[C@H](Cc2ccc(F)cc2)C(=O)OC[C@@H]2CCCN2C1=O)NCCO	-11	1	-7	4	2	-10	-0.5	-4
COc1ccccc1NC(=O)N1C[C@@H]2N[C@H](C1)C2c1ccc(-c2ccccc2)cc1 (stereo partly specified)	x	x	x	x	0&2	17&29	-0.6&-0.1	2&-2
C[C@@H]1CN([C@@H](C)CO)C(=O)c2cccc(NS(=O)(=O)c3ccccc3)c2O[C@H]1CN(C)S(=O)(=O)c1ccc(Cl)cc1	-8	3	4	-8	4	12	-0.5	7
Cc1ccc(N(C(=O)c2snc(C(N)=O)c2N)C(C(=O)NCc2ccccc2)c2ccncc2)c(C)c1 (stereo unspecified)	-10	0	1	2	2	-4	x	2

# The final 2 compounds of the part above open the next one:
canonical_smiles	ARNT-TACC3 inh	PglD inh	RAD54 inh	esBAF inh	CASP6 VEID inh	RAD52 anneal inh	E-selectin induc	ERp5 inh
C[C@@H]1CN([C@@H](C)CO)C(=O)c2cccc(NS(=O)(=O)c3ccccc3)c2O[C@H]1CN(C)S(=O)(=O)c1ccc(Cl)cc1	-8	3	4	-8	4	12	-0.5	7
Cc1ccc(N(C(=O)c2snc(C(N)=O)c2N)C(C(=O)NCc2ccccc2)c2ccncc2)c(C)c1 (stereo unspecified)	-10	0	1	2	2	-4	x	2
Cc1cc(NC(=O)COC(=O)C2CC(=O)N(c3ccccc3Cl)C2)no1 (stereo unspecified)	2	8	2	1	3	-7	x	2
O=C1CCCCCCC(=O)[C@H](O)C[C@H](c2ccccc2)O1	x	x	x	x	0	-9	0.0	0
CCN(c1ccccc1)S(=O)(=O)c1ccc(NC(=O)c2nc(S(C)(=O)=O)ncc2Cl)cc1	16	7	1	-93	x	x	x	x
O=C(NCc1ccco1)c1c2c(nc3ccccc13)CCC2	2	0	-1	22	x	x	x	x
COc1ccc(NC(=O)N2C[C@@H](O)COC[C@H]3O[C@@H](CC(=O)NC4Cc5ccccc5C4)CC[C@@H]32)cc1	3	-2	-3	0	1	9	0.1	-1
COc1cc(NC(=O)CSCc2ccc(Cl)cc2Cl)c(C(=O)O)cc1OC	-6	9	0	-2	3	-18	x	0
C[C@H](CO)N1C[C@H](C)[C@@H](CN(C)S(=O)(=O)c2ccccc2F)OCc2cn(nn2)CCCC1=O	-6	-1	1	-5&-4	-1	-2	0.1	-7
O=C(C[C@@H]1CC[C@@H](NC(=O)Nc2ccc3c(c2)OCO3)[C@H](CO)O1)NCCCN1CCOCC1	1	2	9	-5	0	5	-0.4	4
CCOc1ccc2nc3c(cc2c1)CN(CCOC)C(=NCCOC)S3	3	-3	-3	17	x	x	x	x
C[C@@H]1CN([C@H](C)CO)C(=O)c2cc(-c3cccnc3)cnc2O[C@H]1CN(C)C(=O)Nc1ccc2c(c1)OCO2	0	3	1	3	-3	10	0.2	-1
C/C(CC(=O)Nc1ccc(C)c(Cl)c1)=N\NC(=O)C1CCCCC1	-19	1	1	2	20	-14	x	6
CCC(C)C(=O)Nc1nc(C)c(-c2csc(Nc3ccc(Cl)cc3)n2)s1 (stereo unspecified)	12	5	0	-12	-2	-11	-0.3	0
O=C(CC1Oc2ccccc2NC1=O)NCCCN1CCN(Cc2ccccc2)CC1 (stereo unspecified)	-4	-5	-13	3	x	x	x	x
